# Compound activity (PubChem)
# ERK EGF inh: inhibitors of EGF-stimulated ERK signaling pathway. HEK293-V1b, EGF-stimulated phospho-ERK AlphaScreen. Potency, µM (highest dose often 11.5 µM), without a hit: top-dose activity change, negative = inhibition, most hits filed as inhibitors. 0.41% of 130,000 active; active means well fitted inhibition curve with a large enough effect; inconclusive means small, poorly fitted or top-dose-only effect, or effect the other way;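 further: plate controls were stimulated vehicle wells for no effect and unstimulated vehicle basal for full effect; nearly all actives have a fitted effect of over 55% in size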
#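 V1b-HEK293, 1% FBS o/n; cpd 30 min 37C; EGF 25 nM final, 5 min; lyse 10 min; AlphaScreen beads 5 h RT. Normalized DMSO basal vs EGF max; Hill AC50.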
# * = called active by the depositor; ? = inconclusive; & = joins results of further samples; [ ] = another dose, or the depositor's remark. Potency means the concentration at half of the fitted maximal effect. The list is partial (hit frequency here may not be typical).
no.	canonical_smiles	ERK EGF inh
1	N#CC(C#N)=Cc1cc(O)c(O)c(O)c1	6%
2	Cc1cc(SCc2sc(-c3ccc(C(F)(F)F)c(F)c3)nc2C)ccc1OCC(=O)O	11%
3	Cc1ccc(OCC(=O)N2CCN(Cc3ccc([N+](=O)[O-])cc3)CC2)cc1	-11%[57.5 µM]
4	COc1ccc(N=Cc2c(O)n(Cc3cccs3)c(=O)[nH]c2=O)cc1	-23%
5	CN(C)[C@H]1C(=O)C(C(N)=O)=C(O)[C@]2(O)C(=O)C3=C(O)c4c(O)cccc4[C@@](C)(O)[C@H]3C[C@@H]12	6%[25.7 µM]
6	O=C1NC(=O)C(=O)C(=O)N1	22%
7	CC[N+](CC)(CC)CC	9%
8	C[N+]1(C)C2CCC1CC(OC(=O)c1ccco1)C2 (stereo not given)	0%[57.5 µM]
9	Cc1ccc(S(=O)(=O)N2CC2(C)CCl)cc1 (stereo not given)	-6%[57.5 µM]
10	CC(=O)NCCc1c[nH]c2ccccc12	10%&-10%
11	Cc1nc(SCc2c(Cl)cccc2Cl)nc(OC(=O)N(C)C)c1C	5%[57.5 µM]
12	O=C(COC(=O)Cc1ccccc1)Nc1ccc(Cl)cn1	-1%
13	Cn1c(O)c(/C=C/C=Nc2ccccc2)c(=O)n(C)c1=O	9%
14	N#Cc1ccc(CN2CCCC3(CCN(C(=O)Oc4ccccc4)CC3)C2)cc1	-14%
15	Cc1ccc2c(c1)C1CN(C)CCC1N2C(=O)/C=C/c1ccc2c(c1)OCO2 (stereo not given)	9%
16	CC(C)CN1CCN(Cc2ccc(C(F)(F)F)cc2)CC1CCO (stereo not given)	6%[57.5 µM]
17	C[N+]1(C)CCN(c2ccccc2)CC1	7%
18	c1cc2c(cc1CCNC1CCCCCC1)OCO2	1%
19	COc1ccc(CNC(=O)C(NC(C)=O)C(C)C)cc1OC (stereo not given)	0%
20	CC(=NCc1ccco1)c1c(O)n(-c2ccc(C)cc2)c(=O)[nH]c1=O	-7%[57.5 µM]
21	C=CCn1c(O)c(C(CC)=NCC2CCCO2)c(=O)[nH]c1=O (stereo not given)	-3%[57.5 µM]
22	CCc1cc(=O)[nH]c(SCCCF)n1	-2%
23	CN(C)CC1CSCCC1(O)c1ccccc1 (stereo not given)	-10%
24	COc1ccc(N=C2SCCCN2C)cc1	7%
25	C=C1C(=O)O[C@@H]2C[C@@H](C)[C@H]3C=CC(=O)[C@]3(O)C[C@@H]12	-6%[57.5 µM]

# Quoted at random: 5 compounds from above
no.	canonical_smiles	ERK EGF inh
1	N#CC(C#N)=Cc1cc(O)c(O)c(O)c1	6%
22	CCc1cc(=O)[nH]c(SCCCF)n1	-2%
7	CC[N+](CC)(CC)CC	9%
24	COc1ccc(N=C2SCCCN2C)cc1	7%
3	Cc1ccc(OCC(=O)N2CCN(Cc3ccc([N+](=O)[O-])cc3)CC2)cc1	-11%[57.5 µM]

# Remaining list, next part.
no.	canonical_smiles	ERK EGF inh
26	O=C1CCN(C(=O)Cc2ccccc2[N+](=O)[O-])CC1	2%
27	C(CCc1nn[nH]n1)CCc1nn[nH]n1	8%
28	COc1ccc(/C=C2/C(=O)NC(=S)N(C3CC3)C2=O)cc1CN1C(=O)c2ccccc2C1=O	-2%
29	C=C(C)[C@H]1CN[C@H](C(=O)O)[C@H]1CC(=O)O	6%
30	Cc1oc(-c2ccccc2)nc1CN1C(=O)CN=C(c2ccccc2)c2ccccc21	-7%
31	c1csc(CN2CCNCC2)c1	3%
32	Cn1c(O)c(C=NC2CCCCC2)c(=O)[nH]c1=S	-6%
33	COC1(CS(=O)c2ccccc2)CCN(CCc2c[nH]c3ccc(F)cc23)CC1 (stereo not given)	-7%
34	O=C1NC(=O)N(CCc2ccc(F)cc2)C(=O)/C1=C\C=C\c1ccccc1	-9%
35	CC(=O)NC1C(OC(=O)Cc2ccccc2)OC(COC(C)=O)C(OC(C)=O)C1OC(C)=O (stereo not given)	-7%
36	Cc1cc(/C=C2\C(=O)NC(=O)N(Cc3ccccc3Cl)C2=O)c(C)n1-c1ccc(C(=O)O)cc1	-6%
37	C/C(=N\N1CCCCCC1)c1c(O)n(C)c(=O)n(C)c1=O	-8%[57.5 µM]
38	Cc1ccc(-c2cc(-c3ccc(C)cc3)[n+](C)o2)cc1	-7%
39	CCN(CC)C(=O)N[C@@H]1C[C@@H]2c3cccc4[nH]cc(c34)C[C@H]2N(C)C1	4%
40	Cc1ccc(N2C(=O)NC(=O)/C(=C\c3ccoc3)C2=O)cc1	-1%
41	COc1cc2c(cc1OC)C(C)NCC2 (stereo not given)	-8%&25%
42	NC1=C([N+](=O)[O-])C(c2ccc3c(c2)OCO3)c2c(c3ccccc3oc2=O)O1 (stereo not given)	-2%[57.5 µM]
43	O=C1NC(=O)C(C(CC(=O)c2ccccc2)c2ccccc2)C(=O)N1 (stereo not given)	-6%
44	O=c1ccc2c(O)c3ccoc3cc2o1	-8%
45	Cc1cccc(NC(=O)N2CCCC2)c1	-3%
46	CCOC(=O)C1CCCN(c2ccc([N+](=O)[O-])c3nonc23)C1 (stereo not given)	2%
47	CN1CCN(c2nc(Cl)ncc2F)CC1	-6%
48	CN1C2CCC1CC(OC(c1ccccc1)c1ccc(Cl)cc1)C2 (stereo not given)	2%
49	CN1C2CCC1CC(OC(=O)CCN1CCCC1)C2 (stereo not given)	2%[57.5 µM]
50	CNS(=O)(=O)c1ccc(N=Cc2c(O)n(-c3ccc(C)cc3)c(=O)[nH]c2=O)cc1	3%[57.5 µM]

no.	canonical_smiles	ERK EGF inh
51	CNC(=O)Oc1ccc2ncccc2c1	5%
52	C/C(=N\NC(=O)c1ccccc1)c1c(O)n(Cc2ccccc2)c(=O)[nH]c1=O	-13%[57.5 µM]
53	CCC(=Nc1cccc(C(F)(F)F)c1)c1c(O)n(C)c(=O)n(C)c1=O	-2%[57.5 µM]
54	O=[N+]([O-])c1ccc(NCc2ccccc2)c2nonc12	5%
55	COc1ccc(N=Nc2c(O)[nH]c(=S)[nH]c2=O)cc1	9%
56	C[C@H](N)[C@@H](O)c1ccccc1	2%[25.7 µM]
57	N#CC12CNCC1CN=N2 (stereo not given)	4%[57.5 µM]
58	CC1=C(O)C(=O)[C@H]2O[C@@H]2C1=O	-3%
59	CN(C(=O)Cc1ccc(Cl)c(Cl)c1)C(CN1CCCC1)c1cccc(OCC(=O)O)c1 (stereo not given)	4%
60	Cc1ccc2c(c1)C1CN(C)CCC1N2C(=O)CCCN1C(=O)c2cccc3cccc(c23)C1=O (stereo not given)	7%[57.5 µM]
61	CCC(=NCc1ccco1)c1c(O)n(C)c(=O)n(C)c1=O	-1%[57.5 µM]
62	CCCCCCCCCCCCC/C=C/[C@@H](O)[C@@H](N)COP(=O)([O-])OCC[N+](C)(C)C	-16%
63	C[N+]12CCC(CC1)C(=C(c1ccccc1)c1ccccc1)C2	13%
64	CCC(=O)c1ccc(OC(=O)N(C)c2ccccc2)cc1	-3%
65	O=C1N(c2ccc(Cl)cc2)C(c2cccnc2)N2CCCN12 (stereo not given)	-14%
66	CCC1(CC)C(=N)N(C)C(=O)NC1=O	3%
67	COc1ccc(-c2csc(NC(=O)COC(=O)Cc3ccccc3)n2)cc1OC	-5%
68	O=C(c1csnn1)N1CCC2(CC1)CN(Cc1ccncc1)C2	7%
69	COc1ccc(OC)c(N2Cc3ccccc3C2=N)c1	5%
70	Cc1cc(=O)[nH]c(CCl)n1	-5%
71	CN1CCN(c2ccc([N+](=O)[O-])c(Sc3ccccn3)c2)CC1	-1%[57.5 µM]
72	Clc1ccc(Cl)cc1	14%
73	CCN(CC)/[N+]([O-])=N/O	7%
74	COc1cc2c(cc1OC)C(C(=O)N1CCC3(CC1)OCCO3)C(c1ccccc1F)N(C)C2=O (stereo not given)	7%
75	O=c1[nH]c(=O)n(Cc2ccco2)c(O)c1C=NC1CCN(Cc2ccccc2)CC1	-7%[57.5 µM]

# Values in list order from the list:
# Entries 55 to 62 in ERK EGF inh, in turn: 9%, 2%[25.7 µM], 4%[57.5 µM], -3%, 4%, 7%[57.5 µM], -1%[57.5 µM], -16%

# Ordered by formula weight (lowest first): part of the list above
no.	canonical_smiles	ERK EGF inh
58	CC1=C(O)C(=O)[C@H]2O[C@@H]2C1=O	-3%
10	CC(=O)NCCc1c[nH]c2ccccc12	10%&-10%
65	O=C1N(c2ccc(Cl)cc2)C(c2cccnc2)N2CCCN12 (stereo not given)	-14%
53	CCC(=Nc1cccc(C(F)(F)F)c1)c1c(O)n(C)c(=O)n(C)c1=O	-2%[57.5 µM]
3	Cc1ccc(OCC(=O)N2CCN(Cc3ccc([N+](=O)[O-])cc3)CC2)cc1	-11%[57.5 µM]
67	COc1ccc(-c2csc(NC(=O)COC(=O)Cc3ccccc3)n2)cc1OC	-5%
59	CN(C(=O)Cc1ccc(Cl)c(Cl)c1)C(CN1CCCC1)c1cccc(OCC(=O)O)c1 (stereo not given)	4%

# Going on with the list:
no.	canonical_smiles	ERK EGF inh
76	C/C(=N\Nc1ccccc1)c1c(O)[nH]c(=O)[nH]c1=O	-5%[57.5 µM]
77	CN1C(=O)N(C)C(=O)C2(Cc3cc([N+](=O)[O-])ccc3N(C)C2)C1=O	-3%
78	C/C(=N\NC(=S)Nc1ccccc1)c1c(O)n(C)c(=O)n(C)c1=O	-1%
79	COc1ccc(NC(=O)N2CCC3(CC2)CCN(C(=O)Oc2ccccc2)CC3)cc1	?
80	C[C@@H]1O[C@H](O[C@H]2C[C@@H](O)[C@@]3(CO)[C@H]4[C@@H](O)C[C@]5(C)[C@@H](C6=CC(=O)OC6)CC[C@]5(O)[C@H]4CC[C@]3(O)C2)[C@@H](O)[C@H](O)[C@@H]1O	-7%[25.7 µM]
81	O=C(Oc1ccccc1)N1CCC2(CCN(Cc3ccccc3)CC2)CC1	?
82	CCOP(=O)(OCC)c1cccc(O)c1	-4%[57.5 µM]
83	CC(C)(C)NC[C@@H](O)COc1cccc2[nH]c(C#N)cc12	1%
84	CCS(=O)(=O)NCc1nnc2n1-c1ccc(Cl)cc1C(c1ccccc1)=NC2	3%
85	CCn1cc(/C=c2/sc3n(c2=O)C2c4ccccc4OC(C)(N=3)C2C(=O)OC)c(C)n1 (stereo not given)	3%
86	O=C1N(c2nncs2)CCN1[N+](=O)[O-]	-17%[57.5 µM]
87	O=C(Oc1ccccc1)N1CCC2(CC1)CCN(C(c1ccccc1)c1ccccc1)CC2	-14%
88	Cc1cc(C)c(-n2c(O)c(/C=N/N3CCCCC3c3cccnc3)c(=O)[nH]c2=O)c(C)c1 (stereo not given)	9%
89	CN(C)P(=O)(CCl)Nc1ccccc1 (stereo not given)	1%
90	CCCC(C)C1(CC)C(=O)NC(=O)N=C1N (stereo not given)	2%
91	C/C(=N\N1CCCCC1)c1c(O)[nH]c(=O)[nH]c1=O	6%
92	COc1ccc(CCn2c(O)c(C=Nc3ccc(F)cc3)c(=O)[nH]c2=O)cc1OC	-3%[57.5 µM]
93	CCOc1ccc(-c2cc(C)[n+](CCN3CCOCC3)c(-c3ccc(OCC)cc3)c2)cc1	3%[57.5 µM]
94	CC12CN3CC(C)(CN(C1)C31CCOCC1)C2=O	23%[57.5 µM]
95	Cc1ccccc1-n1c(C)cc(/C=C2/C(=O)NC(=O)N(Cc3ccco3)C2=O)c1C	0%
96	CCn1c(P(C)(=O)O)nc2cc(NC(=O)c3ccccc3F)ccc21	6%
97	CN(C)C(=O)Oc1ccc(Br)cc1C(=O)Nc1ccc(F)c(Cl)c1	-5%[57.5 µM]
98	COc1cc(/C=C2\C(=O)NC(=O)N(c3ccc(C)cc3)C2=O)cc(OC)c1O	2%[57.5 µM]
99	O=c1[nH]c(O)c(N=Nc2cc(C(F)(F)F)ccc2Cl)c(=O)[nH]1	-12%
100	CCc1c(C(=O)NN2C(=O)C3C4CCC(O4)C3C2=O)csc1C (stereo not given)	13%

no.	canonical_smiles	ERK EGF inh
101	N#CCCn1cc(C(=O)Nc2ccc([N+](=O)[O-])cc2)c(-c2ccccc2)n1	-14%[57.5 µM]
102	CC1CCSP(=O)(Oc2ccccc2)O1 (stereo not given)	2%[57.5 µM]
103	O=C(c1ccncc1)N1CCC2(CC1)CN(Cc1ccccc1)C2	0%
104	O=C(COC(=O)Cc1ccccc1)Nc1cc(S(=O)(=O)N2CCOCC2)ccc1N1CCCC1	11%
105	CCCCCCCCCCCCCCCC[n+]1ccccc1	?
106	C#CCN(C)[C@H](C)Cc1ccccc1	?
107	CC(C)NC[C@H](O)c1ccc(N)c(C#N)c1	-20%
108	O=C(Nc1cccc(F)c1)N1CC2(CCN(C(=O)Oc3ccccc3)CC2)C1	-2%
